# Assay outcomes as filed in PubChem.
# GDH-TPI counter: counter-screen for M. tuberculosis FBA inhibitors: GDH-TPI coupled enzymes; GDH-TPI coupled enzyme counterscreen, NADH absorbance; inhibition, % at 4.8 µM; actives 1.2% (n = 360,000); AID 588335; in the data active means inhibition above about 30%;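 further: 0% = DMSO wells and 100% = wells lacking the enzyme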
# Mtb FBA inh: Mtb fructose-bisphosphate aldolase inhibition; purified M. tuberculosis FBA, fluorescence read-out; inhibition, % at 1 µM; actives 2.3% (n = 360,000); AID 588726; in the data active means inhibition above about 27%;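 further: 0% = vehicle and 100% = reference inhibitor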
# Target sequence (P9WQA3 whole entry, looked up): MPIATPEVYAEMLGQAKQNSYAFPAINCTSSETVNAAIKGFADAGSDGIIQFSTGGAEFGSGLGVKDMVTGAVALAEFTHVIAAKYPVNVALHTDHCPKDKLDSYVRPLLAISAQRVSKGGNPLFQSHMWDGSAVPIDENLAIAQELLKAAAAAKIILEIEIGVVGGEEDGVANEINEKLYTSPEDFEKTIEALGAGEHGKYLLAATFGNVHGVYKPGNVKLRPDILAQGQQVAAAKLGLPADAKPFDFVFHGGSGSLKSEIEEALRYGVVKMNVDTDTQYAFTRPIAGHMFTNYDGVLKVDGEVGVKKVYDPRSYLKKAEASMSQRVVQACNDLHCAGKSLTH
# PriA SSB inh: inhibitors of Klebsiella pneumoniae PriA binding to SSB C-terminal tail; AlphaScreen SSBct-PriA binding, biotinylated peptide; inhibition, % at 33 µM; actives 0.6% (n = 430,000); AID 1272365; in the data active means inhibition mostly above about 37%, no sharp cut-off; inactive means mostly below about 20%;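 further: plate controls were negative control peptide for no effect and reference peptide for full effect; strong numbers were not always called active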
# DUSP3 inh: inhibitors of human VHR1 phosphatase (DUSP3) | inhibition, % at 13.3 µM | actives 0.52% (n = 290,000) | recombinant VHR phosphatase, pNPP absorbance | AID 1654 | P51452; in the data active means inhibition above about 50%; further: some compounds called inactive have numbers as strong as hits
# Target sequence (P51452 whole entry, looked up): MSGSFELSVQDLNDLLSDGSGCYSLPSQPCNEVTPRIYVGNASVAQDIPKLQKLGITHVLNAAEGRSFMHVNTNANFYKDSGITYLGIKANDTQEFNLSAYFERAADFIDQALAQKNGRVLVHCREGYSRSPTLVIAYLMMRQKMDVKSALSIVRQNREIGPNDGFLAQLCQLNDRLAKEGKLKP
# 3CLpro inhibitor: SARS-CoV 3CLpro protease inhibition | P0C6X7 | actives 0.14% (n = 290,000) | inhibition, % at 6 µM | recombinant SARS-CoV 3CLpro, quenched FRET peptide cleavage; in the data active means inhibition above about 12%
# Vc quorum ag: inducers of Vibrio cholerae quorum light production without autoinducers. V. cholerae BH1578 lux reporter, luminescence, 6 h. activation, % at 18.7 µM. actives 0.16% (n = 350,000). AID 588436; in the data active means activation mostly above about 9.7%, no sharp cut-off; further: not every result past the cut was called active; inactives centre near 0; reference of the scale not given here
# MazEF act: increases E. coli MazEF RNase cleavage of RNA; P0AE70; FAM/BHQ RNA-DNA oligo cleavage fluorescence, 5 h; activation, % at 20 µM; actives 0.32% (n = 350,000); in the data active means activation above about 50%
# Target sequence (P0AE70 whole entry, looked up): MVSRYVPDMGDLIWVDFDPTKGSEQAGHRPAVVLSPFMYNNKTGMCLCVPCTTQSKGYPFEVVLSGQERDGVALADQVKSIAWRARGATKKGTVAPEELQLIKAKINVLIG
# UGM FP inh: blocks M. tuberculosis UGM enzyme. actives 0.06% (n = 320,000). inhibition, % at 10 µM. P9WIQ1. AID 504406. purified UGM, fluorescence polarization probe displacement; in the data active means inhibition above about 10%, passing the limit was not always enough
# Target sequence (P9WIQ1 whole entry, looked up): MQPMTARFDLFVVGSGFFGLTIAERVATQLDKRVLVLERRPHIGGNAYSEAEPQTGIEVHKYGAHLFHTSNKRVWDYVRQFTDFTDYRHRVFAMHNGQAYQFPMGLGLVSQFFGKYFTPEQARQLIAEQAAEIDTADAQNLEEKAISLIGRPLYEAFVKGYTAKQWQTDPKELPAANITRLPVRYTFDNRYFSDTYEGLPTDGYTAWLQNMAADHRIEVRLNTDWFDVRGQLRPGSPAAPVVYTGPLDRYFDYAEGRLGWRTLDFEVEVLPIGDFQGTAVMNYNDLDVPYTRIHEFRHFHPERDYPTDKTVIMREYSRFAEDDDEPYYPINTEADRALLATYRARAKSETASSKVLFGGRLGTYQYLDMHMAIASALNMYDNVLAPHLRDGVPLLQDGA
# BioA inh: blocks M. tuberculosis BioA enzyme activity. purified M. tuberculosis BioA enzyme, plate reader. inhibition, % at 9.99 µM. actives 0.096% (n = 360,000); in the data active means inhibition above about 40%
# Rv3671c inh: inhibits the M. tuberculosis serine protease Rv3671c | inhibition, % at 5.96 µM | P9WHR9 | actives 0.048% (n = 320,000); in the data active means inhibition above about 38%;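 further: extracellular domain of Rv3671c used as enzyme; 0% = enzyme with DMSO and 100% = no enzyme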
# Starred values were filed as active, the others as inactive; i = inactive; · = no result given.
SMILES,GDH-TPI counter,Mtb FBA inh,PriA SSB inh,DUSP3 inh,3CLpro inhibitor,Vc quorum ag,MazEF act,UGM FP inh,BioA inh,Rv3671c inh
CC(=O)c1ccc(NC(=O)/C(=C\c2ccco2)NC(=O)c2ccco2)cc1,31*,0,9,17,6,i,6,-1.3,12,-2
Cc1ccc(OCC(=O)NC2CCCc3ccccc32)c(C)c1 (centres undefined),3,0,-16,19,4,i,-8,1.0,·,3
O=C(CN1CCN(Cc2ccccc2F)C1=O)NC1CCCC1,5,-2,-10,4,-1,-3.7,0,1.2,-0.6,-4
OCC1(Cc2cccc(F)c2)CCN(Cc2cccc3nccnc23)CC1,-2,2,-1,9,-1,1.2,9,0.9,4.6,15
NCC(=O)NNC(=O)OCC1c2ccccc2-c2ccccc21,-17,-1,-8,4,-2,0.4,4,-0.3,-2.8,-5
CCOc1ccc(NC(=O)CN(C)C(=O)c2csc3c2CCCC3)cc1OCC,-4,-2,1,·,·,-0.3,3,2.6,0.6,-9
Cc1cc(C)cc(N=C(NO)c2cccc([N+](=O)[O-])c2)c1,4,2,-11,41,6,14,2,-2.8,-0.1,-9
COc1ccc(NC(=O)C2(C)CCN2Cc2ccccc2Cl)cc1OC (centres undefined),-2,-1,·,·,·,i,·,·,-0.2,·
CNc1cc(CSC)nc(SCc2ccc(Cl)cc2Cl)n1,9,-4,-17,6,-7,-1.5,-6,-1.9,·,-20
CCN(CC)c1ccc(C(=O)OCC(=O)c2ccco2)cc1,31*,3,-9,28,0,-0.2,4,4.9,-0.5,2
CCSc1nc2sc3c(c2c2[n+]1CC(CBr)O2)CCCC3 (centres undefined),7,0,-9,-17,1,i,-4,-2.3,0.1,2
CC(C)CC(=O)N1CCN(Cc2cccc(Cl)c2)CC1,-6,3,11,12,2,i,10,1.8,2.3,3
O=C1/C(=C/c2ccc(F)c(F)c2)CSc2sccc21,5,1,-26,0,5,-0.4,-9,3.3,-1.8,4
Cc1ccc(-c2cc(C(=O)N/N=C/C=C/c3ccccc3)n[nH]2)o1,37*,-5,·,-1,4,-0.2,3,-4.8,·,-7
Cc1ccc(NC(=O)CN2C(=O)N/C(=C/c3cc(C)n(-c4ccc(C(=O)O)cc4)c3C)C2=O)cc1,10,7,-16,2,6,0.3,6,·,·,·
CCN1CCN(C(=O)NC(c2ccc(C)c(F)c2)C(Cl)Cl)CC1 (centres undefined),2,-3,2,33,-1,i,8,-0.6,-2.7,-2
OCC1(Cc2ccccc2)CCN(Cc2cnn(-c3ccccc3F)c2)CC1,1,-4,2,12,1,-0.2,-11,-3.0,·,-11
O=C(Nc1nnc(C23CC4CC(CC(C4)C2)C3)s1)c1ccc(N2C(=O)CCC2=O)cc1,6,1,0,-15,3,-0.1,9,-1.6,1.4,-5
CCOc1ccc(N(C)S(=O)(=O)c2ccc(C)c(C(=O)OCC(=O)c3c[nH]c4ccccc34)c2)cc1,3,-5,-19,-22,4,i,-15,1.1,·,-2
CCOC(=O)c1c(NC(=O)CCl)sc(CN(C)C)c1-c1ccccc1,3,1,-3,26,31*,i,-3,-1.6,·,-1
COc1ccc(C2=NN(C(=O)c3ccccc3)C(c3ccc(OC)c(OC)c3)C2)c(O)c1 (centres undefined),17,-1,7,-35,4,0.6,-2,·,-1.1,·
Cc1cc(NS(=O)(=O)c2ccc(NC(=O)C(c3ccccc3)c3ccccc3)cc2)no1,9,0,0,13,2,-6.2,3,4.1,2.3,-4
[O-]/C(=C(\C(=S)Nc1ccccc1F)[n+]1ccccc1)c1ccc(-c2ccccc2)cc1,11,1,·,2,3,i,-3,-0.6,-1.3,6
CC1N(C(=O)N(C)C)CCN1S(=O)(=O)c1ccccc1 (centres undefined),0,0,-4,-29,1,-0.3,9,0.9,-2.0,0
Cc1ccccc1NC(=O)/C(C#N)=C/c1ccc(-c2ccc(Cl)c(C(=O)O)c2)o1,22,-6,-5,9,4,1.5,-21,0.7,0.7,-1
CC(=O)c1ccc(N2CCN(C3CCC(C(C)(C)C)CC3)CC2)cc1 (centres undefined),9,2,0,-18,0,0.4,1,0.2,0.3,3
Cc1noc(C)c1S(=O)(=O)N1CCC(C(=O)N2CCN(c3ccccc3Cl)CC2)CC1,6,-3,-14,29,12,0.4,3,-0.7,-0.3,-2
Cc1ccn(-c2ccc(NC(=O)c3cccs3)cc2)n1,0,-3,-9,-36,-2,-0.3,6,0.5,-1.6,6
O=S(=O)(c1ccccc1)n1cc(-c2cccc3nccn23)c2ccccc21,0,0,·,·,·,6.3,·,·,0.2,·
CC(Sc1ncccn1)C(=O)Nc1ccc2c(c1)OCCO2 (centres undefined),8,4,-12,·,·,16,-8,·,-0.2,·
COc1cc(/C=N/n2c(-c3ccccc3)n[nH]c2=S)cc(OC)c1O,22,4,·,20,-2,2.0,5,-1.0,11,-5
CCOc1cc2c3c(c1)C(C)CC(C)(C)N3C(=O)C2=O (centres undefined),5,-3,-2,11,0,i,4,-0.1,-0.8,6
CC1CN(C(C)C)C(=S)N(c2ccccc2)C1=O (centres undefined),16,-8,-21,·,·,0.1,11,·,-0.4,·
CCOc1ccc2c(c1)nc(SCC(=O)c1ccc(Br)s1)n2C,12,-1,12,16,0,-0.1,7,-0.6,2.1,-3
NS(=O)(=O)c1ccc(NC(=O)c2ccc(CSc3ccccc3)o2)cc1,6,4,-2,-5,2,0.9,0,-2.5,-3.5,0
CCN(CC)C(=O)c1cccc(-c2csc(C(C)(O)c3ccccc3)n2)c1 (centres undefined),6,-1,·,·,·,i,·,·,-0.1,·
CCN(CC)CCCNc1nc2cc(OC)c(OC)cc2c2nc(-c3ccccc3)nn12,15,10,18,9,-14,-0.4,15,-0.4,2.1,-3
Cc1ccc(C)c(-n2c(SCC(=O)N3CCC(C(=O)O)CC3)nnc2-c2cccc(Cl)c2)c1,-11,-1,-4,6,-2,-0.6,-5,-1.2,·,2
CCOC(=O)N1CCN(S(=O)(=O)c2c[nH]c(C(=O)OC)c2)CC1,-5,1,-16,34,-3,i,4,1.4,-1.8,-10
CC1(C)CC(=O)C(C=NCCN2CCN(C3CC(=O)N(c4ccc(Cl)c(Cl)c4)C3=O)CC2)=C(O)C1 (centres undefined),0,-6,3,7,0,-0.9,-2,-0.4,1.4,-1
CCN(c1ccccc1)S(=O)(=O)c1ccc(C(=O)Nc2cccc(NC(C)=O)c2)cc1,-1,-2,8,·,·,-0.4,2,-0.9,-1.9,-22
CCCCN1Cc2ccccc2Oc2cc(Br)ccc2S1(=O)=O,7,2,-11,·,·,5.2,4,·,1.2,·
CCN1C(=O)N[C@@H](c2ccccc2)[C@H](C(C)=O)[C@H]1C,16,2,-7,·,·,i,-1,0.3,-1.4,1
COCCn1c(SCC(=O)Nc2ccc(OC)c(S(N)(=O)=O)c2)nc2ccccc2c1=O,5,0,-3,·,·,-0.2,-37,-5.8,2.7,-1
C[C@]12C=CC(=O)C=C1CCC1C2CC[C@@]2(C)C1CCC21OCCO1 (some centres undefined),7,-2,-12,·,·,i,9,1.2,-0.9,4
NC(=O)COc1ccc(NC(=O)OCc2ccccc2)cc1,9,6,-2,-17,4,i,1,0.3,-1.1,0
COCCCNC(=O)CC1C[C@H](C(=O)N2CCCCC2)[C@@]2(C)c3[nH]c4ccccc4c3CCN2C1=O (some centres undefined),-4,1,-7,·,·,i,8,-0.9,1.2,1
COc1cc(-c2ccc3oc(-c4cccc(C)c4)c(C#CC4(O)CCCCC4)c3c2)cc(OC)c1OC,35*,117*,-6,·,·,-4.5,-10,0.3,-6.2,-27

# As a short view, some entries already given.
SMILES,GDH-TPI counter,Mtb FBA inh,PriA SSB inh,DUSP3 inh,3CLpro inhibitor,Vc quorum ag,MazEF act,UGM FP inh,BioA inh,Rv3671c inh
CCCCN1Cc2ccccc2Oc2cc(Br)ccc2S1(=O)=O,7,2,-11,·,·,5.2,4,·,1.2,·
CCN1C(=O)N[C@@H](c2ccccc2)[C@H](C(C)=O)[C@H]1C,16,2,-7,·,·,i,-1,0.3,-1.4,1

# Carrying on:
SMILES,GDH-TPI counter,Mtb FBA inh,PriA SSB inh,DUSP3 inh,3CLpro inhibitor,Vc quorum ag,MazEF act,UGM FP inh,BioA inh,Rv3671c inh
N#Cc1ccc(NCC(=O)N2CCN(S(=O)(=O)c3ccccc3)CC2)cc1,9,7,-8,·,·,2.1,1,-0.2,-0.3,-13
CCn1c(C)nc2cc(C(=O)NNS(=O)(=O)c3ccccc3F)ccc21,-1,-1,2,14,1,-1.2,2,2.1,-0.5,-1
COc1ccc2c(c1OC)C(=O)OC2Nc1nc(-c2cc3cc(Br)ccc3oc2=O)cs1 (centres undefined),24,3,-15,19,2,-0.3,7,6.0,-0.8,-23
COC(=O)c1ccc(COC(=O)C(CCSC)NC(=O)COc2ccccc2)cc1 (centres undefined),-1,-1,-2,20,-1,0.0,4,-1.6,-0.3,-2
Cn1c(CSc2ncccn2)nnc1SCC(=O)N1CCCc2ccccc21,9,6,-3,25,4,-2.5,-5,-3.0,2.0,-2
Cn1nnnc1SCC(=O)Nc1ccc(S(=O)(=O)N2CCOCC2)cc1,-3,-1,-11,6,1,-0.2,4,-1.0,·,3
CCCCNC(=O)COC(=O)c1ccccc1F,-4,-3,-2,11,-1,-0.7,13,-1.0,0.3,-15
COc1ccc2nc(SCC(=O)Nc3cc(C)on3)[nH]c2c1,3,0,3,33,-3,i,-4,-0.6,1.7,-3
CCCCCN(C(=O)CCC(=O)OC(C)C(=O)c1ccccc1)c1c(N)n(CCCC)c(=O)[nH]c1=O (centres undefined),0,-1,-11,·,·,i,3,5.2,-0.2,1
CCN(CC(=O)Nc1c(F)cccc1F)C(=O)CNC(=O)c1ccc2c(c1)OCO2,1,-1,-6,-2,-1,-12,-6,-1.7,0.0,-10
Cc1csc2nc(O)c(C(=O)NCC3CCCO3)c(=O)n12 (centres undefined),6,1,-7,·,·,0.7,5,2.9,-1.5,-1
CC(C)CC1C(=O)N(Cc2cn(CC3CCCCC3)nn2)CCS(=O)(=O)N1Cc1ccc(-c2ccc(F)nc2)cc1 (centres undefined),-1,1,·,·,·,0.6,3,·,-4.6,·
CC(OC(=O)c1ccc2c(c1)C(=O)N(Cc1ccncc1)C2=O)C(=O)Nc1cccc(Cl)c1Cl (centres undefined),5,4,-8,-4,1,-2.1,3,·,·,-9
CC(C)(C)Nc1nc(Cl)nc(NC(C)(C)C)n1,6,0,-6,-4,-2,-0.2,-4,-4.4,-2.0,9
O=C(Nc1cnc2ccccc2c1)c1ccco1,4,2,-3,-4,3,i,2,0.9,0.9,-2
COc1ccccc1N=C1SCC(=O)N1Cc1ccco1,5,-1,-16,0,-1,-2.0,8,-1.0,·,4
COc1ccc(S(C)(=O)=O)cc1S(C)(=O)=O,10,2,-6,-1,1,-0.5,-17,0.7,·,3
CC1(C)CC2(CC(c3ccc(F)cc3)c3ccc(O)cc3O2)NC(=S)N1 (centres undefined),-4,6,27,28,-1,-0.2,8,1.5,4.8,4
OC(CN1CCN(c2ccccc2)CC1)c1ccc2c(c1)CCN2 (centres undefined),5,-3,6,-23,3,-0.3,-4,-0.5,-3.1,4
O=C1CCN(Cc2ccccc2)CCN1[C@H](COc1ccccc1)c1ccccc1,-3,1,7,13,-1,-1.4,4,2.8,1.7,-19
COCCN(C(=O)CSc1nnc(-c2ccco2)n1C)c1c(N)n(CC(C)C)c(=O)[nH]c1=O,4,5,-15,·,·,i,9,-0.6,-1.1,-2
COc1ccc(C(=O)N=C2SC3CS(=O)(=O)CC3N2c2ccc(C(C)=O)cc2)cc1 (centres undefined),7,0,-20,6,-4,i,3,0.9,-1.0,6

# Quoted at random: three records from the list.
SMILES,GDH-TPI counter,Mtb FBA inh,PriA SSB inh,DUSP3 inh,3CLpro inhibitor,Vc quorum ag,MazEF act,UGM FP inh,BioA inh,Rv3671c inh
CC1(C)CC2(CC(c3ccc(F)cc3)c3ccc(O)cc3O2)NC(=S)N1 (centres undefined),-4,6,27,28,-1,-0.2,8,1.5,4.8,4
COc1ccccc1N=C1SCC(=O)N1Cc1ccco1,5,-1,-16,0,-1,-2.0,8,-1.0,·,4
COc1ccc(S(C)(=O)=O)cc1S(C)(=O)=O,10,2,-6,-1,1,-0.5,-17,0.7,·,3

# An excerpt. The share of hits here may be higher or lower than overall.
